DAGLB inh – diacylglycerol lipase beta (human) inhibition | inhibition, % at 5.17 µM | 340,000 tested, 0.059% active | HEK293T DAGLB membrane lysate, EnzChek fluorogenic substrate; in the data active = inhibition above about 34%;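 also: 0% = enzyme with vehicle and 100% = wells lacking enzyme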
PKA-R2B act – activates the human PKA-R2B holoenzyme complex. P22694+P31323. PKA-R2B holoenzyme dissociation, Cy5-IP20 fluorescence polarization; R2B truncated from residue 108, S112A mutant; 0% DMSO only, 100% 113 µM cGMP. activation, % at 11.4 µM. 340,000 tested, 0.079% active;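 active = activation above a cutoff set at the mean over all compounds plus 3 SD, cut at about 18% in these data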;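 also: higher means more holoenzyme dissociation and a rise in polarization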
Target sequence (P31323 whole entry, looked up, other chains not shown, the tested form may be a part): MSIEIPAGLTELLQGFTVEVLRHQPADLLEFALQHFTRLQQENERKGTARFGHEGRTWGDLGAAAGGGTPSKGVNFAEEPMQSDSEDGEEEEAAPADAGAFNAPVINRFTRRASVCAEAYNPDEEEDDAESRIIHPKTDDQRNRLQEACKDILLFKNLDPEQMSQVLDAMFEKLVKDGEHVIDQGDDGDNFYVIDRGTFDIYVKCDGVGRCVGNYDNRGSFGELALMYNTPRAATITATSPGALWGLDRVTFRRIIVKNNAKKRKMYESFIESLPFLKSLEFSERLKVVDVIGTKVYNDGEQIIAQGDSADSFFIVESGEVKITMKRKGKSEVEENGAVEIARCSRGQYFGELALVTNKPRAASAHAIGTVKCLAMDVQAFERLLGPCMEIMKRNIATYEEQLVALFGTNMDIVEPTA
SUMO Mot1 rescue – SUMOylation pathway inhibition by Mot1-301 growth rescue; S. cerevisiae Mot1-301 growth rescue, ATP luminescence, 38.5C; percent above DMSO median, 100 means doubled; 320,000 tested, 1% active; AID 2716; growth rescue, % at 18.8 µM;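 active = every valid replicate shows activation above 250% relative to neutral control wells; inactive = the rest, any valid replicate at or below 250%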;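 also: OY570 slx delta 5 strain wells were the positive control but not used for scaling; some compounds called inactive have numbers as strong as hits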
HTR5A inv ctr – inverse agonist of human HTR5A in OPRM1-OPRD1 counter-screen. 340,000 tested, 0.083% active. HTR5A cell line, luminescence, inverse agonism. inhibition, % at 9.3 µM. P47898; in the data active = inhibition mostly above about 23%, no sharp cut-off; inactive = mostly below about 18%;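 also: 0% = cells with DMSO and 100% = no-cell wells with DMSO; some compounds called inactive have numbers as strong as hits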
Target sequence (P47898 whole entry, looked up): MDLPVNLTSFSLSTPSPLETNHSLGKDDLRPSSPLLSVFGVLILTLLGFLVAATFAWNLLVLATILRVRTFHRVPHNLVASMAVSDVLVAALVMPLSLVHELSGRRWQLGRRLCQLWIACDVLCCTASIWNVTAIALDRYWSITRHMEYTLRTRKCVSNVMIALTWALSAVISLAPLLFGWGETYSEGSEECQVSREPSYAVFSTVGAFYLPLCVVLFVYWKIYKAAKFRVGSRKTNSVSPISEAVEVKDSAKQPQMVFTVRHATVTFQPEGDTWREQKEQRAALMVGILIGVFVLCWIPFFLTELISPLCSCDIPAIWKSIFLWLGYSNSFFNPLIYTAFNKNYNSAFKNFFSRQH
Ecoli viability – bacterial growth inhibition, counter-screen for AddAB inhibitors; inhibition, % at 11.9 µM; AID 449728; E. coli V3065 growth, OD600 absorbance, 18 h; 330,000 tested, 0.27% active;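 active = inhibition above the campaign's mean inhibition across all tested compounds plus 3 SD, cut at about 9.9% in these data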;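 also: uninfected addAB+ strain grown without phage in ampicillin broth; 0% = DMSO wells and 100% = ciprofloxacin 0.95 µg/ml wells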
HTR5A ag – counter-screen for OPRM1-OPRD1 agonists: human HTR5A agonism | P47898 | HTR5A agonist assay, luminescence, cell-based | 340,000 tested, 0.61% active | activation, % at 9.3 µM | AID 504692; in the data active = activation mostly above about 9.5%, no sharp cut-off; inactive = mostly below about 7.6%;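 also: 0% = cells with vehicle only and 100% = reference agonist; strong numbers were not always called active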
phage Ecoli inh – E. coli growth loss with phage present | 360,000 tested, 0.26% active | growth absorbance | AID 651602 | inhibition, % at 11.9 µM; in the data active = inhibition above about 11%
Tat transport – blocks Tat-dependent protein export in E. coli; E. coli MC4100 TorA-mCherry Tat export, fluorescence; inhibition, % at 10 µM; 340,000 tested, 0.036% active; AID 488895;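 active = mean replicate inhibition at least 50% and at least half of replicates individually reaching 50%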;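 also: exported cargo escapes ClpAP degradation while cytoplasmic cargo is degraded and loses fluorescence; 0% = median of neutral control wells and 100% = median of NaSCN control wells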
CDK5 inh – CDK5/p35 (human) kinase inhibition; Q00535+Q15078; Recombinant CDK5/p35, ADP-Glo luminescence, 60 min; inhibition, % at 10 µM; 330,000 tested, 0.01% active; AID 488839;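 active = highest replicate inhibition of at least 50% and at least 75% of replicates reaching 50%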;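 also: plate controls were DMSO neutral control for no effect and GW8510 at 10 µM for full effect; many of its hits are not listed in these tables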
PKA-R1A act – activates the PKA-R1A holoenzyme complex; P00514+P68181; 340,000 tested, 0.083% active; PKA-R1A dissociation, Cy5-IP20 fluorescence polarization; scaled: DMSO 0%, 113 µM cGMP 100%; AID 504707; activation, % at 11.4 µM;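 active = percent activation above the mean of all tested compounds plus 3 SD, cut at about 19% in these data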;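 also: higher means more PKAc released from R1A so a rise in polarization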
AddAB inh – less growth of phage-infected E. coli with AddAB | E. coli expressing H. pylori AddAB, absorbance growth | inhibition, % at 11.9 µM | 330,000 tested, 0.29% active | AID 435030; in the data active = inhibition above about 12%;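 also: 0% = vehicle wells of infected cells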
An asterisk follows results filed as active; x = no result given.

Each structure is followed by: DAGLB inh	PKA-R2B act	SUMO Mot1 rescue	HTR5A inv ctr	Ecoli viability	HTR5A ag	phage Ecoli inh	Tat transport	CDK5 inh	PKA-R1A act	AddAB inh
COC(=O)CCCNC(=O)CCc1nnc(-c2ccc(-c3ccccc3)cc2)o1
 : -1	7	-9	-16	-0.6	4	-1.4	-8	0.4	2	0.2
Cc1cccc(N/C=C/C(=O)c2ccc(Cl)cc2)c1
 : -5	-5	9	1	1.4	0	1.2	0	1.1	4	0.6
Cc1ccccc1/C=C\c1nc(O)c([N+](=O)[O-])c(=O)[nH]1
 : 2	-6	14	10	0.6	-3	3.0	-13	0.4	3	-2.1
CC(=O)Nc1ccccc1-c1ccc(C)o1
 : 0	-4	-4	-18	-0.4	-2	2.8	3	1.0	-1	-0.8
OC(CNCc1ccc(F)cc1)(c1ccccc1)c1ccc(F)cc1 (stereo unspecified)
 : -5	-7	-13	-15	-0.2	5	3.7	-11	-0.1	-19	0.9
Cc1ccccc1-n1c(SCC(=O)NCc2cccs2)nnc1-c1ccncc1
 : 2	-8	168	-4	-1.8	5	2.1	1	-1.7	-11	0.2
Cc1ccccc1-c1nnn(CC(=O)NC(=O)NC2CCCC2)n1
 : 3	-2	-18	-10	1.7	4	2.3	11	0.9	5	2.9
N#CCC(=N)N1CCN(c2ccc(F)cc2)CC1
 : -1	6	7	12	0.2	-5	3.6	7	0.2	-5	3.6
CN(C(=O)COC(=O)c1ccc(F)c(S(=O)(=O)N2CCOCC2)c1)C1CCS(=O)(=O)C1 (stereo unspecified)
 : 3	-5	7	-4	-0.3	7	x	1	2.0	2	2.4
Cc1ccc(/C=N/n2c(C)nc3ccccc3c2=O)o1
 : 1	4	-10	12	1.4	-4	0.4	-1	0.8	-8	1.5
CCOC(=O)NC(=S)Nc1cccc(NC(=S)NC(=O)OCC)c1
 : 1	0	1	6	-0.6	-2	2.5	1	0.2	5	2.0
COc1ccc(Nc2cc(C)c3c(O)cccc3n2)cc1
 : -1	-1	-1	9	0.8	-3	7.1	-19	3.4	4	3.0
Cc1ccc(CNC(=O)Cn2cnc(C(=O)Nc3ccc(C)c(C)c3)n2)o1
 : -1	0	x	2	0.0	-1	4.3	-1	1.8	6	-0.9
Cc1nc(N2CCCCC2)sc1C(=O)c1cccc([N+](=O)[O-])c1
 : -5	-15	0	7	-2.1	0	3.7	7	1.4	-4	-0.3
CC(=O)N1C(C)c2ccccc2C(C)(C)CC12CCCCC2 (stereo unspecified)
 : -15	-6	61	-4	0.7	2	5.9	8	-2.0	3	2.1
CCOc1ccccc1NC(=O)C(=O)/C=C(\O)c1cc(OC)ccc1OC
 : -1	9	7	12	3.6	0	1.1	2	-1.0	7	1.0
O=C(NCC1CCCO1)c1ccc(-c2ccccc2Cl)o1 (stereo unspecified)
 : -2	-1	x	12	-2.1	-5	-4.3	-1	-1.1	-4	0.3
N#Cc1c(NC(=O)CSc2ncnc3c2cnn3-c2ccccc2Cl)sc2c1CCCC2
 : -3	3	6	-3	2.7	1	0.6	3	-0.7	13	2.2
CCCCN(C(=N)N1CCCCC1)c1nc(C)c([N+](=O)[O-])c(=O)[nH]1
 : 1	0	-18	3	1.6	-1	3.0	1	-0.3	5	1.7
Cc1cc(OC(=O)c2ccc(S(=O)(=O)N(C)C)cc2)cc(=O)o1
 : 0	3	366	5	0.9	0	3.7	-2	0.2	1	1.1
Cn1nnnc1SCC(=O)Nc1cc(C(C)(C)C)nn1-c1ccccc1
 : -3	-1	x	-14	-1.5	1	0.8	0	-0.3	3	-0.2
COc1ccc(/C=N/NC(=O)c2cccc([N+](=O)[O-])c2)cc1OS(=O)(=O)c1ccccc1
 : -2	-13	3	8	1.2	5	2.5	3	-1.1	-10	1.2
Cc1c(C#N)c2ccccc2n1CC(=O)N1CCCc2ccccc21
 : -3	0	-6	3	3.0	-1	3.2	-12	0.9	2	3.4
O=C1c2ccccc2C(=O)N1CC1c2ccccc2CCN1C(=O)C1CCCCC1 (stereo unspecified)
 : -2	1	16	-4	-0.9	1	-0.9	9	0.6	7	0.9
O=C(O)C1=C[C@H](c2ccc(F)cc2)C[C@H](OCc2ccc(CO)cc2)O1
 : -2	-15	6	4	-0.5	-2	1.1	2	0.2	0	2.7
Cc1ccccc1CN(C)C(C)C(=O)NCc1ccccc1 (stereo unspecified)
 : 0	-1	5	1	x	0	2.6	0	0.2	-9	x
CCOC(=O)N1CCN(C(=O)C2CCN(Cc3ccc(O)c(OCC)c3)CC2)CC1
 : 0	4	-1	-3	-2.2	1	2.6	3	0.8	0	1.5
COc1ccc2c(=O)cc(-c3ccccc3)n(C)c2c1
 : 1	2	-8	12	2.8	-1	1.1	-6	-0.3	-12	4.3
COc1ccc(-c2noc(C(=O)NCc3ccc(F)cc3)n2)cc1OC
 : -6	-10	4	1	3.2	-1	5.2	-28	-0.4	-4	1.4
COc1ccc(C(=O)NCC(=O)OCC(=O)N2CCCc3ccccc32)cc1
 : -1	5	-9	13	0.3	1	2.3	13	-2.0	0	2.4

More results follow:
Each structure is followed by: DAGLB inh	PKA-R2B act	SUMO Mot1 rescue	HTR5A inv ctr	Ecoli viability	HTR5A ag	phage Ecoli inh	Tat transport	CDK5 inh	PKA-R1A act	AddAB inh
Cc1cc(NS(=O)(=O)c2ccc(NC(=S)NC(=O)c3cccc(S(=O)(=O)N(C)C)c3)cc2)no1
 : 3	-6	1	26	3.3	-1	2.4	1	-1.2	2	3.0
Cc1c(C(C)C)c(=O)n(-c2ccc(S(=O)(=O)NC(C)C)cc2)n1C
 : 2	3	-5	-2	-0.6	1	3.0	-1	1.2	4	0.9
O=c1cnn(Cc2ccc(F)cc2)c2ccccc12
 : 1	-5	158	5	2.1	-2	0.3	1	-0.3	-5	4.7
COc1ccc(S(=O)(=O)Nc2ccc(NC(C)=O)cc2)cc1Cl
 : 2	-2	-3	-9	0.3	3	4.8	7	0.4	2	1.5
CCOc1ccc(CCNC(=O)COC(=O)c2nn(C)c(=O)c3ccccc23)cc1OCC
 : -3	1	122	-2	2.5	1	0.1	-1	0.6	3	2.2
CCCCn1c(SCC(=O)Nc2nnc(C(C)C)s2)nc2c1c(=O)n(C)c(=O)n2C
 : -2	-4	-5	-20	1.6	4	2.8	-5	1.4	5	1.2
Cn1c(=O)[nH]c(=O)c2c1nc(CN1CCN(c3ccc(F)cc3)CC1)n2CCN1CCOCC1
 : 0	3	-7	x	0.5	x	0.5	-2	0.0	3	4.6
O=c1c2ccccc2nnn1COc1ccc(F)cc1Cl
 : -1	-5	17	7	-0.7	-3	3.2	-8	0.4	-1	1.4
O=C(NCCNc1ccc([N+](=O)[O-])cc1)c1cccs1
 : 0	0	-18	4	2.4	4	3.5	-10	-1.5	0	2.8
O=C(NC1CCCC1)c1ncn[nH]1
 : 2	-7	-14	-1	-0.2	-2	4.2	19	-8.6	-8	1.7
CCOC(=O)c1cccc(NC(=O)COc2ccc([N+](=O)[O-])cc2)c1
 : -2	-6	17	4	-3.0	-2	-0.1	-8	0.2	-3	1.5
c1ccc(-c2nn3c(Cn4nnc5ccccc54)nnc3s2)cc1
 : -2	-9	-25	12	1.7	0	2.0	1	-2.6	-12	-1.0
CN1CCN(c2nc(-c3ccc(C(C)(C)C)cc3)nc3ccccc23)CC1
 : -7	-3	-37	-14	0.7	4	0.7	5	1.4	6	-1.2
CCOc1ccc(S(=O)(=O)N2CCCCC2)cc1NC(=O)C1CCC1
 : -2	6	1	9	1.1	-6	-1.1	-9	0.6	2	-0.7
Cc1cc(O)c(C(C[N+](=O)[O-])c2ccc(Cl)cc2)c(=O)o1 (stereo unspecified)
 : -1	4	-5	16	0.8	0	-5.1	1	-1.5	-3	-0.8
CCOC(=O)C1=C(COC(=O)c2ccccc2[N+](=O)[O-])NC(=O)NC1C (stereo unspecified)
 : -1	-3	58	4	-0.6	-2	3.2	-6	2.5	0	-1.7
CC(C)Oc1ccc(S(=O)(=O)N2CCOCC2)cc1NC(=O)C1=COCCO1
 : -2	-4	35	8	-1.1	-3	-1.0	-2	-2.8	-8	-0.7
CCCN(CCC)CCCNC(=O)CCNS(=O)(=O)c1ccc(Br)cc1
 : -2	-11	-23	-13	2.4	5	4.0	-3	0.8	-4	1.2
Cc1ccc[n+](C(C)C(=O)Nc2ccc([N+](=O)[O-])cc2C)c1 (stereo unspecified)
 : -1	-5	-1	-12	-0.8	5	5.2	-5	1.0	-5	-0.5
C=CCN(c1ccccc1Cl)S(=O)(=O)c1cccc(C(=O)OCC(=O)N(C)C2CCS(=O)(=O)C2)c1 (stereo unspecified)
 : -4	-3	16	18	-1.3	-5	2.3	-1	-0.1	-4	1.4
Cc1ccc(NC(=O)COC(=O)c2ccc(OC(F)F)cc2)cc1S(=O)(=O)N1CCCCC1
 : -3	9	x	-9	x	2	2.3	3	0.3	-1	x
Nc1nc2ccccc2cc1-c1cccs1
 : -2	0	435*	-9	-0.3	3	1.7	-6	2.5	-4	0.0
O=C(COC(=O)Cc1ccsc1)NC(c1ccccc1)c1ccccc1
 : 0	0	-5	-1	0.5	0	-0.5	9	2.0	-12	4.8
COc1cc(/C=C/C(=O)OCC(=O)N(C)Cc2ccccc2)cc(OC)c1OC
 : -5	15	-9	-11	1.4	-3	1.5	-1	-0.5	9	-0.7

Source: PubChem (several laboratories)
